Screening data as filed in PubChem.
Caspase-7 inhib: caspase-7 (human) inhibition, allosteric or competitive; Potency, µM (highest dose often 57.5 µM), for inactives: at the highest dose activity change, negative = inhibition, most hits filed as inhibitors; P55210; hit rate 0.02% among 75,000; AID 889; recombinant caspase-7, Ac-DEVD-AFC fluorescence rate; active = well fitted inhibition curve with a large enough effect in the main read-out, with a control signal flat, not every such curve was filed as active; inconclusive = small, poorly fitted or top-dose-only effect, or a change in a side signal; note: potency is the fitted concentration of half-maximal effect; % of control where 0% means no effect
BRCT PPI green: blocks human BRCA1 BRCT binding to phosphopeptide, green readout | P38398 | BRCA1 BRCT-phosphopeptide binding, green fluorescence polarization | Potency, µM (highest dose often 76.9 µM), for the others: top-dose activity change, negative = inhibition, usual class: inhibitors | hit rate 0.05% among 75,000 | AID 875;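 note: potency is the fitted concentration of half-maximal effect; plate controls were peptide without protein for full effect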
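Fluorescence polarization: His-tagged BRCT (~35 kDa BRCA1 C-terminus, 250 nM) bound to 100 nM fluorescein-labeled phosphorylated 10-aa BACH1 peptide, pH 7.3 phosphate buffer with DTT and Tween 20. Compounds incubated 12 min at room temperature; inhibition read as lowered polarization.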
Fluorescein autfl: fluorescein region autofluorescence; Compound autofluorescence, 480/540 nm, fluorescein-equivalent; stronger effect = higher value; max fluorescein-equivalent concentration, M; hit rate 0.91% among 59,000; in the data active = max fluorescein-equivalent concentration above about 10 nM; inconclusive = between about 1.1 nM and that limit
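Compounds (23 nL) in 100 mM Tris pH 8.0, 15 min at room temperature, then fluorescence read at 480 nm excitation/540 nm emission. Signal converted to fluorescein-equivalent concentration from an on-plate fluorescein standard curve.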
TexasRed autofl: compounds fluorescent in Texas Red spectral region; Compound fluorescence, Texas Red channel, 547/618 nm; stronger effect = higher value; max dye-equivalent concentration, M; hit rate 0.06% among 59,000; AID 587; in the data active = max dye-equivalent concentration above about 10 nM; inconclusive = between about 1.1 nM and that limit
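Compound fluorescence was read after 15 min at room temperature in 100 mM Tris, pH 8.0, using 547 nm excitation and 618 nm emission across a concentration series. It was expressed as Texas Red dye-equivalent concentration from an on-plate standard curve.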
Rhodamine autofl: rhodamine region autofluorescence; Rhodamine-region fluorescence, 547/598 nm, Tris buffer; stronger effect = higher value; max dye-equivalent concentration, M; hit rate 0.05% among 59,000; in the data active = max dye-equivalent concentration above about 11 nM; inconclusive = between about 1.1 nM and that limit
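Intrinsic compound fluorescence, ex 547 / em 598 nm, CCD imager. Tris 100 mM pH 8.0; 15 min RT. Output = rhodamine dye-equivalent concentration at each compound concentration.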
4-MU autofl: compounds fluorescent in 4-MU spectral region | max dye-equivalent concentration, M | compound autofluorescence, 340/450 nm, 4-MU equivalents; stronger effect = higher value | hit rate 11% among 59,000; in the data active = max dye-equivalent concentration above about 10 nM; inconclusive = mostly about 1.1 nM to 9.6 nM
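Compounds in 100 mM Tris, pH 8.0, incubated 15 min at room temperature, then fluorescence read at 340 nm excitation/450 nm emission. Signal converted to 4-MU dye-equivalent concentration using an on-plate six-point 4-MU standard curve.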
Casp1 inh: allosteric or competitive inhibitors of human caspase-1; AID 900; hit rate 0.03% among 75,000; Potency, µM (titrated, usually from 57.5 µM), inactives show at the top dose activity change, negative = inhibition, actives largely listed as inhibitors; P29466; Caspase-1 enzyme, Ac-WEHD-AFC fluorogenic rate;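 note: potency is the fitted concentration of half-maximal effect; plate controls were vehicle for no effect and no substrate for full effect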
Target sequence (P29466 120-297 limits assumed): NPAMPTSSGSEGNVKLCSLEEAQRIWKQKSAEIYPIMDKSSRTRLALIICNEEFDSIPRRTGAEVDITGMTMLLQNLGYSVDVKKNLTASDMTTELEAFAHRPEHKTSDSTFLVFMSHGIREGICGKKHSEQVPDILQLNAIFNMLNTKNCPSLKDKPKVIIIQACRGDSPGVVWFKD
Target sequence (P29466 317-404 limits assumed): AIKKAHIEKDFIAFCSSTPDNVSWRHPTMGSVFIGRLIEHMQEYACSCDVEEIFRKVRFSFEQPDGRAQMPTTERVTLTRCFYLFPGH
USP2a inhib: USP2a (human) protease inhibition. USP2a enzymatic assay, qHTS inhibition. hit rate 0.1% among 60,000. Potency, µM (top dose mostly 38.3 µM), for the others: at the highest dose activity change, negative = inhibition, hits mostly inhibitors. AID 927;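 note: potency is the fitted concentration of half-maximal effect; nearly all actives have a fitted effect of over 60% in size; plate controls were DMSO for no effect and NEM full inhibition control for full effect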
Target sequence (O75604 whole entry, looked up): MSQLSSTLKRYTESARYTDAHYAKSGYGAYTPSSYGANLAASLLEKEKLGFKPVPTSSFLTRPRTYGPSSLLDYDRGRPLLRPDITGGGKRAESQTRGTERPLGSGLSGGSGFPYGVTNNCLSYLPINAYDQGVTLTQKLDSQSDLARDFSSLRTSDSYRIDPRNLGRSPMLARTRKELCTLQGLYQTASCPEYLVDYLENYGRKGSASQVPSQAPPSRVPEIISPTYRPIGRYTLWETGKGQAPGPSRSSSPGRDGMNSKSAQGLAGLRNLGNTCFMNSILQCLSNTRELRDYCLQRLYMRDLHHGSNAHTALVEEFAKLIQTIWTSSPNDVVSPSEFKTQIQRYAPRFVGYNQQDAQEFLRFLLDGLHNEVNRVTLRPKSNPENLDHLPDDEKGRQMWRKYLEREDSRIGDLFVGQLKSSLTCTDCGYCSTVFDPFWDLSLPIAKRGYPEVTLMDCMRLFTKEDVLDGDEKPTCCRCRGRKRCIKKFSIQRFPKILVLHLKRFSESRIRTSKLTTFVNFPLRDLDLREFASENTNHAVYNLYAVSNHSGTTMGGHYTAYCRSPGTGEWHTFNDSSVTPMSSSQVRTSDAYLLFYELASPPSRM
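USP2 core (20nM final) preincubated 30 min RT with compound, then Ub-PLA2 20nM and NBD C6-HPC 20uM final added; buffer 20mM Tris-HCl pH 8.0, 2mM CaCl2. Fluorescence Ex 460/Em 535 read at 0 and 2.5 h; normalized to NEM.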
BRCT PPI red: inhibitors of human BRCA1 BRCT-phosphoprotein interaction (red fluorophore); Potency, µM (series often up to 76.9 µM), without a hit: top-dose activity change, negative = inhibition, hits mostly inhibitors; BRCT-phosphopeptide binding, red fluorescence polarization; P38398; hit rate 0.03% among 75,000; note: % is set by controls: 0 for no effect and ±100 for the full control effect
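Rhodamine-labelled pBACH1 10-mer (100 nM) bound to BRCT domain (100 nM) at pH 7.3; compounds incubated 12 min room temperature, polarization read. Free peptide defines full inhibition; unlabelled decapeptide titrated as control.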
HEK293 cAMP ctrl: counter-screen for TSHR agonists: cAMP increase in parental HEK293; Potency, µM (top dose mostly 57.1 µM), inactives show at the top dose activation, actives largely listed as activators; parental HEK293 CNG cAMP sensor, membrane potential fluorescence; hit rate 2.5% among 73,000; note: potency is the fitted concentration of half-maximal effect; % of control where 0% means no effect; nearly all actives have a fitted effect of over 55% in size
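Counterscreen for endogenous-receptor signalling: CNG-channel HEK 293 cells report cAMP rise by membrane depolarization. After 60 min dye equilibration with 100 uM RO 20-1724, compounds incubated 30 min before bottom-read fluorescence at 590 nm.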
A350 fluor: compounds fluorescent in Alexa 350 spectral region. hit rate 11% among 59,000. max dye-equivalent concentration, M. AID 590. Compound autofluorescence, 340/450 nm, Alexa 350 dye-equivalents; stronger effect = higher value; in the data active = max dye-equivalent concentration above about 10 nM; inconclusive = mostly about 1.1 nM to 9.6 nM
Numbers without * were called inactive; i = inactive; ? = inconclusive; · = no result given; [ ] = another dose, or the depositor's remark. Unless noted, calls come from the whole dose curve; as a rule, active = well fitted curve in the direction sought with a large enough effect; inconclusive = small, poorly fitted or top-dose-only effect, or another doubt; inactive = no such curve, though single readings can be large; an effect the other way counts as inactive or inconclusive. This is a subset; the hit share may differ from the screen's.

Values in the order: BRCT PPI green	Fluorescein autfl	Rhodamine autofl	A350 fluor	HEK293 cAMP ctrl	Casp1 inh	TexasRed autofl	Caspase-7 inhib	4-MU autofl	USP2a inhib	BRCT PPI red
COc1ccccc1N1CCN(C(=O)CSc2nc3ccccc3c(=O)n2CC2CCCO2)CC1 (stereo unspecified)
    -2.9%	i	i	i	?	0%	i	-14%	i	22%	1.0%
CCN(CC)S(=O)(=O)c1cccc(C(=O)Nc2ccc(Cl)cn2)c1
    -1.7%	i	i	i	?	2%	i	-3%	i	0%	-3.6%
O=C(CSc1nnc(COc2ccccc2)n1Cc1ccco1)c1ccc(F)cc1
    0.7%	?	i	i	16µM*	-2%	?	-6%	i	-6%	-2.4%
CC(=O)[C@@H](C)CCO[C@@]1(C)OCC[C@@H]1C
    -2.1%[15.4 µM]	?	i	i	-11%[11.4 µM]	1%[11.5 µM]	i	1%[11.5 µM]	i	·	-0.1%[15.4 µM]
CCOc1ccc2cc(C#N)c(SCC(=O)NC(C)CC)nc2c1 (stereo unspecified)
    3.4%	?	i	1.6e-07M*	16%	-5%	i	-7%	1.8e-07M*	101%[activator]	1.5%
COC(=O)c1c(C(=O)OC)c(C)n(Cc2cccnc2)c1C
    -1.2%	i	i	i	7%	-1%	i	0%	i	-2%	-2.4%
Cc1ccc(S(=O)(=O)N2CCN(C(=O)N3CCOCC3)C2C)cc1 (stereo unspecified)
    -1.5%	i	i	i	2%	-1%	i	0%	i	0%	-0.1%
O=C(NCCO)c1ccc2[nH]c3c(c2c1)CCCC3
    0.6%	·	·	·	-7%	?	·	-22%	·	-2%	0.5%
Clc1ccccc1-c1cncnc1NCCN1CCOCC1
    0.1%	i	i	i	?	-2%	i	-5%	i	-20%	0.6%
Cc1ccccc1NC(=O)CSc1nc(Nc2ccccc2)nc(N2CCOCC2)n1
    2.0%	?	i	i	?	-2%	i	-2%	i	20%	-0.1%
CCOC(=O)CN1C(=O)C(=O)c2cccc(C)c21
    -1.3%	·	·	·	4%	-1%	·	-1%	·	·	-0.5%
COCCn1c(Sc2ccc(C)cc2)nc2c1c(=O)[nH]c(=O)n2C
    -1.8%	?	i	i	-2%	-1%	?	1%	i	-3%	1.8%
COc1ccc(OC)c(C2C(C(C)=O)=C(O)C(=O)N2CCN2CCOCC2)c1 (stereo unspecified)
    0.0%	·	·	·	6%	-3%	·	-1%	·	-1%	0.9%
COc1ccc(-n2nnnc2SCC(=O)c2cccc(OC)c2)cc1
    1.6%	i	i	i	?	-7%	i	-1%	i	-1%	-1.2%
O=C(CSc1nc(Nc2ccccc2)nc(N2CCOCC2)n1)N1CCc2ccccc21
    1.0%	i	i	i	22%	-6%	i	-3%	i	35%[activator]	0.4%
CCn1cc(C(=O)Nc2ccc(-n3cnnn3)c(OC)c2)c(=O)c2ccc(C)nc21
    -0.7%	i	i	i	-10%	0%	i	0%	i	-8%	-1.3%
O=C(COC(=O)C1CCN(C(=O)c2ccc(Cl)cc2)CC1)c1ccco1
    0.2%	?	i	i	9%	1%	i	1%	i	8%	1.2%
CCOC(=O)N1CCN(S(=O)(=O)c2cc(OCC(N)=O)c(C)cc2Cl)CC1
    -2.3%	?	i	i	4%	0%	i	0%	i	10%	-2.0%
CC1=CC2(C#N)C3(N=C(N)C2(C#N)C(c2ccccc2)N1)OCCO3 (stereo unspecified)
    -3.1%	i	i	1.7e-08M*	-1%	-12%	?	-13%	6.1e-08M*	2%	0.9%
O=S(=O)(O)c1ccccc1
    0.5%	·	·	·	?	-3%	·	-1%	·	·	1.6%
Brc1cc2c(cc1COc1ccc(-c3nn[nH]n3)cc1)OCO2
    -0.3%	?	i	i	23%	-3%	?	1%	i	22%	-1.0%
Cn1cnc2c1c(=O)n(Cc1ccc(F)cc1Cl)c(=O)n2C
    -0.9%	?	i	i	-9%	-1%	i	0%	i	2%	0.2%
COc1ccccc1CNc1ncnc2ccc(-c3ccoc3)cc12
    -1.4%	i	i	?	20µM*	-4%	i	-5%	i	223%[activator]	0.6%
CC1CCCC(C)N1CCNC(=O)Cn1nc(-c2ccccc2)ccc1=O (stereo unspecified)
    -5.1%	i	i	i	5%	1%	i	0%	i	4%	-1.8%
COC(=O)c1ccc(C2/C(=C(\O)c3cccc(OC)c3)C(=O)C(=O)N2CCCN2CCOCC2)cc1 (stereo unspecified)
    ·	?	i	i	·	·	i	·	i	·	·
COC1(OC)N=C(N)C2(C#N)C(c3ccc(C)cc3)C12C#N (stereo unspecified)
    -2.4%	i	i	i	12%	2%	i	0%	i	-6%	0.9%
O=c1cc(O)c2c(=O)n(-c3ccccc3)c3ccccc3c2o1
    31%[activator]	·	·	·	?	-2%	·	-14%	·	·	0.4%
Cc1nnc2n(c1=O)C(CS(=O)(=O)c1ccccc1)CS2 (stereo unspecified)
    -0.6%	?	i	i	-1%	0%	i	1%	i	-1%	1.4%
COc1ccc2[nH]cc(CCNc3nc(-c4ccc(C(=O)N(C)C)cc4)nc4ccccc34)c2c1
    -2.3%	i	i	i	-24%	-4%	i	-3%	i	17%	-0.8%
Cn1c(=O)c2c(nc(NCCCN3CCOCC3)n2Cc2ccc(Cl)c(Cl)c2)n(C)c1=O
    -3.6%	?	i	i	-11%	0%	i	-1%	i	8%	2.1%

Part of the list above, as a markdown table.
| Structure | BRCT PPI green | Fluorescein autfl | Rhodamine autofl | A350 fluor | HEK293 cAMP ctrl | Casp1 inh | TexasRed autofl | Caspase-7 inhib | 4-MU autofl | USP2a inhib | BRCT PPI red |
| --- | --- | --- | --- | --- | --- | --- | --- | --- | --- | --- | --- |
| CCOC(=O)CN1C(=O)C(=O)c2cccc(C)c21 | -1.3% | · | · | · | 4% | -1% | · | -1% | · | · | -0.5% |
| COCCn1c(Sc2ccc(C)cc2)nc2c1c(=O)[nH]c(=O)n2C | -1.8% | ? | i | i | -2% | -1% | ? | 1% | i | -3% | 1.8% |
| COc1ccc(OC)c(C2C(C(C)=O)=C(O)C(=O)N2CCN2CCOCC2)c1 (stereo unspecified) | 0.0% | · | · | · | 6% | -3% | · | -1% | · | -1% | 0.9% |
| COc1ccc(-n2nnnc2SCC(=O)c2cccc(OC)c2)cc1 | 1.6% | i | i | i | ? | -7% | i | -1% | i | -1% | -1.2% |

(list continues)
Values in the order: BRCT PPI green	Fluorescein autfl	Rhodamine autofl	A350 fluor	HEK293 cAMP ctrl	Casp1 inh	TexasRed autofl	Caspase-7 inhib	4-MU autofl	USP2a inhib	BRCT PPI red
O=C(c1cc(C2CC2)on1)N1CCN(C(c2ccccc2)c2ccccc2)CC1
    0.5%	·	·	·	-1%	0%	·	-5%	·	·	1.0%
Cc1cc(C(=O)CSc2nnc(Nc3ccccc3F)s2)c(C)n1CC1CCCO1 (stereo unspecified)
    0.2%	?	i	i	?	0%	i	-1%	i	23%	0.8%
CCCCOc1ccccc1C1C(C(N)=O)=C(C)Nc2nnnn21 (stereo unspecified)
    -2.1%	?	i	i	6%	-1%	i	-1%	i	0%	-1.4%
CCc1ccc(CCC(=O)Nc2nccs2)o1
    -1.7%	?	i	i	6%	3%	i	-4%	i	7%	0.2%
CCCCCCCCCCCCCCC/C=C\[C@H](O)[C@@H](NC(=O)CCCCCCCCCCCCC)OC (tested in a mixture with another compound)
    -2.2%	?	i	i	5%	5%	?	2%	i	-3%	2.2%
O=C(CSc1nc(-c2ccco2)cc(C(F)(F)F)n1)NCCCn1ccnc1
    0.3%	·	·	·	1%	4%	·	0%	·	·	-0.4%
CCOc1ccc(-c2cc(C(=O)O)c3ccccc3n2)c(OCC)c1
    -0.1%	·	·	·	8%	-1%	·	1%	·	-1%	-0.3%
O=C(O)C(Cc1c[nH]c2ccccc12)NS(=O)(=O)c1cccc2nsnc12 (stereo unspecified)
    ·	i	i	?	·	·	i	·	i	·	·
NC(=NCc1ccc(Cl)c(Cl)c1)NC(=O)c1nc(Cl)c(N)nc1N
    1.2%	?	i	3.9e-07M*	?	-4%	?	-3%	3.7e-07M*	18%	-1.3%
OCCOCCn1c(-c2ccccc2)nc(=S)c2c1CCCC2
    -0.3%	·	·	·	4%	0%	·	0%	·	·	-0.1%
COC(=O)c1ccc(C(c2c(N)n(Cc3ccccc3)c(=O)n(C)c2=O)N2CCOCC2)cc1 (stereo unspecified)
    1.1%	i	i	i	20%	0%	i	-4%	i	21%	0.4%
CS(=O)(=O)NCCCc1ccccc1
    -0.7%	·	·	·	3%	-1%	·	-1%	·	-7%	-1.2%
CC(=O)Nc1ccc(S(=O)(=O)NCCN2CCOCC2)cc1
    0.2%	·	·	·	-4%[11.4 µM]	0%	·	0%	·	1%[7.66 µM]	0.0%
O=C1Nc2cc(Cl)cnc2N2CCCC12 (stereo unspecified)
    -0.9%	·	·	·	-4%	-6%	·	-12%	·	·	0.6%
